From PubChem
DAGLB inhibitor: diacylglycerol lipase beta (human) inhibition | Q8NCG7 | HEK293T DAGLB membrane lysate, EnzChek fluorogenic substrate | inhibition, % at 5.17 µM | 0.059% of 340,000 active | AID 504411; in the data active = inhibition above about 34%;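 also: 0% = enzyme with vehicle and 100% = wells lacking enzyme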
Target sequence (Q8NCG7 whole entry, looked up): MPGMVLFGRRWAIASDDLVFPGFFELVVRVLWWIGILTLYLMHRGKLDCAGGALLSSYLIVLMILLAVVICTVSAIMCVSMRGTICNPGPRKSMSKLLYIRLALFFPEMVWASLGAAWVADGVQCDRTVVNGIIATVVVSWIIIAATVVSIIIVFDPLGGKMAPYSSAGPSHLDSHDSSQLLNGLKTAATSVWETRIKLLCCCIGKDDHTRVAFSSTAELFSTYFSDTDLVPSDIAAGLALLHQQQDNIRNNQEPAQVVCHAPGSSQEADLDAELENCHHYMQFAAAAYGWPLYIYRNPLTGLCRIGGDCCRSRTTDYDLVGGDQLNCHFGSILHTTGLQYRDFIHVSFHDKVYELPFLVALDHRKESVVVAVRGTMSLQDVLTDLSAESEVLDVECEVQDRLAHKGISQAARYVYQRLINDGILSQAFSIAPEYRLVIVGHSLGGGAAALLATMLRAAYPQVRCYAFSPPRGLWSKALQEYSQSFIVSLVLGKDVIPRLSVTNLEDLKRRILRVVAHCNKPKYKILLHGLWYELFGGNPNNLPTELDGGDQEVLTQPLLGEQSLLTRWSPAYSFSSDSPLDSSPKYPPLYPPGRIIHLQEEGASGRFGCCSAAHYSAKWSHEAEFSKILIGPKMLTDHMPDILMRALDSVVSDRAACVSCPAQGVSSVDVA
Pemphigus Ab inh: blocks pemphigus antibody binding to human desmoglein-3 | P32926 | DSG3-coupled beads, scFv-anti-DSG3-GFP binding, flow cytometry; hits give low values | binding (percent of control), % at 10 µM | 0.48% of 310,000 active | AID 588358;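 active = binding more than 3 SD below its plate's average and above zero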;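 also: hits lower antibody fragment binding to DSG3; some compounds called inactive have numbers as strong as hits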
CAL PDZ FP-1: human CAL PDZ-peptide interaction inhibition; purified CAL PDZ, TMR-peptide fluorescence polarization, 1 h; 0.02% of 330,000 active; AID 504414; Q9HD26; inhibition, % at 20 µM;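 active = highest replicate inhibition of at least 40%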;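 also: plate controls were DMSO neutral control wells for no effect and unlabeled competitor peptide control wells for full effect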
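material = purified tagged CAL PDZ domain construct (CerCALP) | compound dosing = 20 µM, one dose | times = 1 h at RT | measured by = fluorescence polarization from S- and P-plane intensities, G-factor corrected | read-out = inhibition from polarization loss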
Arr AP2 block: blocks beta-arrestin peptide binding to AP2 adaptin. FITC-arrestin peptide / GST-AP2 beads, flow cytometry; AP2 beta2 appendage carries R879A mutation. inhibition, % at 10 µM. 0.31% of 340,000 active;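 active = inhibition above a set limit, near 3 SD of compounds lacking own fluorescence, cut at about 54% in these data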;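 also: plate controls were DMSO wells for no effect and 5 µM unlabelled arrestin peptide for full effect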
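Measured by: flow cytometry, FL1 (488/535 nm); Material: AP2 appendage R879A on GSH beads; Evaluation: percent response; Timing: pre-incubation 12 min, peptide binding 1 h, room temperature; Also added: 50 nM FITC-arrestin peptide; Medium: PBS with 0.05% Tween 20 and 0.1% BSA.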
Keap1-Nrf2 PPI: Keap1-Nrf2 (human) interaction inhibition; Q14145; Keap1 Kelch-Nrf2 peptide fluorescence polarization, 1536-well; inhibition, % at 9.4 µM; 0.15% of 340,000 active; in the data active = inhibition above about 12%;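 also: human Keap1 Kelch domain with fluorescein labeled Nrf2 9mer peptide probe; 0% = neutral control wells and 100% = peptide positive control; higher means more block of Keap1 binding to Nrf2 peptide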
V-ATPase pHluor: regulators of yeast V-ATPase proton transport. S. cerevisiae, pHLuorin cytosolic pH fluorescence. response, % at 10 µM. 0.37% of 350,000 active; in the data active = response mostly above about 7.3%, no sharp cut-off; inactive = mostly below about 5.4%; also: actives read high; inactives centre near 0; some compounds called inactive have numbers as strong as hits; reference of the scale not given here
CAL PDZ FP-2: blocks peptide binding to the human CAL PDZ domain | purified CAL PDZ, TMR-peptide fluorescence polarization, 1 h | AID 602252 | inhibition, % at 24.9 µM | 0.92% of 300,000 active;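 active = mean inhibition of at least 30% with at least half of replicates also reaching 30%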;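 also: 0% = DMSO neutral control and 100% = excess unlabeled competitor peptide PRC23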
RTF Ca sens inh: cardiac RTF calcium desensitization; inhibition, % at 7.15 µM; IANBD-labeled cardiac RTF, Ca2+ fluorescence; 0.12% of 340,000 active; P19429+P45379;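 active = inhibition above the mean inhibition of all tested compounds plus 3 SD, cut at about 17% in these data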;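 also: assay run at fixed EC70 calcium of 1.6 mM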
NSD2 inh: inhibitors of human histone methyltransferase NSD2 | O96028 | NSD2 peptide methylation, AlphaScreen, 120 min | inhibition, % at 12.5 µM | 0.54% of 310,000 active; in the data active = inhibition above about 50%
C-LANA FP: KSHV C-LANA DNA binding inhibition; MBP-C-LANA/FAM-LBS DNA binding, fluorescence polarization; inhibition, % at 9 µM; 0.078% of 340,000 active;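 active = highest replicate inhibition at or above 60% at 9 µM, even if other replicates fall short; inactive = all replicates below 60% inhibition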;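 also: 0% = neutral control wells and 100% = 4 µM acridine orange control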
The depositor's hits bear a star; / = not tested or not shown. An excerpt; the hit share may differ from the screen's.

Results follow in this order: DAGLB inhibitor | Pemphigus Ab inh | CAL PDZ FP-1 | Arr AP2 block | Keap1-Nrf2 PPI | V-ATPase pHluor | CAL PDZ FP-2 | RTF Ca sens inh | NSD2 inh | C-LANA FP
Cc1cc(N2O[C@]34C=C[C@]25C[C@@H](O)CC[C@]5(C)C3CC[C@]2(C)[C@@H]([C@H](C)/C=C/[C@H](C)C(C)C)CC[C@H]24)no1 (stereo not given in full)
    0.8 | 112.0 | -0.7 | 36.2 | 4.4 | -2.5 | -0.9 | -2.4 | / | 1.7
COc1ccc(CC(=O)Nc2c(C(N)=O)oc3ccccc23)cc1
    -0.5 | / | -3.2 | -10.5 | 1.5 | 0.9 | -0.1 | -5.6 | -4.0 | 0.2
Cc1ccc(NC(=S)NNC(=O)c2c([N+](=O)[O-])c(C)nn2C)cc1
    2.0 | 110.7 | -0.4 | -5.3 | -8.7 | 0.2 | -0.1 | -2.9 | 5.5 | -1.2
COc1ccc(-n2cc(CNC3CCC(O)CC3)c(-c3cccc(F)c3)n2)cc1 (stereo not given)
    3.3 | 107.6 | -1.3 | 10.6 | -2.9 | -3.0 | 1.7 | -8.2 | -2.4 | -1.1
Cc1nnc(NC(=O)c2ccc(F)c(S(=O)(=O)N3CCOCC3)c2)s1
    3.7 | 119.3 | -0.2 | -11.0 | 3.2 | 2.0 | -3.3 | 5.0 | -1.2 | 0.9
CC(=O)c1ccc2ccccc2c1OC(=O)c1ccncc1
    -6.9 | 102.7 | / | / | / | 1.8 | / | / | -11.1 | /
Cc1ccc(NC(=O)CCC(=O)OCC(=O)c2ccc(Oc3ccc([N+](=O)[O-])cc3)cc2)cc1C
    -3.2 | / | 5.4 | -8.8 | -1.2 | 4.0 | -3.1 | -12.0 | -2.6 | -0.9
COc1cccc(-c2nnn(C/C(N)=N/O)n2)c1
    -1.8 | 103.0 | -0.1 | 3.6 | -4.1 | -0.1 | -1.1 | -2.2 | -0.7 | -1.0
N#Cc1c(-c2ccccc2)nc(-c2cccnc2)[nH]c1=O
    0.6 | 96.2 | -1.7 | 0.7 | -1.3 | 3.0 | -10.7 | -3.8 | -2.3 | -1.0
COc1ccc(C(=O)NC2=NCCS2)c(OC)c1
    -1.0 | 107.1 | -11.9 | 4.3 | -4.3 | -4.8 | -6.1 | -3.1 | -0.9 | -2.7
COc1ccc(C(=O)CC(=O)C(=O)Nc2ccc(OC)c(Cl)c2)cc1
    3.7 | 85.5 | / | 18.5 | -4.7 | -99.5 | -8.3 | -8.9 | 1.8 | 2.6
COc1cc(/C=N/N=C(/C(=O)c2ccccc2)c2ccccc2)cc(OC)c1O
    1.1 | 118.9 | -1.9 | 3.9 | -6.2 | 11.7 | -2.3 | -7.3 | 5.1 | -1.8
Cc1cccc(/C=C/C(=O)c2ccc([N+](=O)[O-])o2)c1
    -3.4 | 94.4 | 0.3 | 13.0 | -1.4 | 6.0 | -3.8 | -12.7 | / | 2.2
COCCCNC(=O)C(=O)NCCCOC(C)C
    -0.4 | / | -0.4 | 0.8 | -1.6 | -4.7 | -2.0 | 3.4 | 5.2 | -0.5
C=CCn1c(=O)c2ccccc2n2c(SCc3cc(=O)n4ccsc4n3)nnc12
    -3.0 | 109.1 | -2.1 | -4.6 | -2.4 | 3.3 | 4.4 | -5.8 | 2.1 | 0.9

The listing continues:
Results follow in this order: DAGLB inhibitor | Pemphigus Ab inh | CAL PDZ FP-1 | Arr AP2 block | Keap1-Nrf2 PPI | V-ATPase pHluor | CAL PDZ FP-2 | RTF Ca sens inh | NSD2 inh | C-LANA FP
Cc1nc2cc(S(=O)(=O)N(C)C)ccc2n1-c1ccccc1
    0.9 | 97.8 | -1.9 | 40.2 | 2.8 | -4.0 | 0.9 | 5.1 | 0.2 | -0.9
CC1CN(S(=O)(=O)c2cccc(C(=O)OCc3cc(=O)oc4cc(O)ccc34)c2)CC(C)O1 (stereo not given)
    -1.1 | / | -1.2 | -5.4 | 1.9 | 3.2 | -5.4 | -5.0 | -6.1 | 0.2
O=C(c1cc(-c2ccccc2)nn1-c1ccccc1)N1CCN(S(=O)(=O)c2c(F)cccc2F)CC1
    -1.2 | 105.5 | -1.2 | 20.4 | 3.5 | 1.3 | 4.4 | 4.1 | / | -1.3
COc1ccc(C(C(=O)NC2CCCC2)N(C(=O)c2ccco2)c2ccc(OC)c(OC)c2)cc1 (stereo not given)
    -1.2 | / | -2.4 | 4.4 | 2.1 | 0.9 | -1.4 | -17.1 | -2.5 | -0.4
COc1ccc2c(c1)c(=O)oc1c(C)c(OCc3cc(C(=O)O)oc3C)ccc12
    -0.9 | 96.4 | -1.0 | -3.4 | -4.0 | -1.5 | 1.6 | -2.8 | / | 1.9
Cc1cc(C)c(S(=O)(=O)N2CCN(C(=O)C3COc4ccccc4O3)CC2)c(C)c1 (stereo not given)
    -10.9 | 98.0 | -2.4 | -2.5 | -4.5 | -2.2 | / | -9.3 | -1.6 | 1.8
CCOC(=O)c1[nH]c(C)c(C(=O)N(C)Cc2ccccc2)c1C
    1.0 | 97.8 | -2.2 | 2.0 | -4.3 | 4.5 | / | 1.2 | 3.2 | -2.8
Cc1cc(Cl)c(S(N)(=O)=O)cc1OCC(=O)NC1CCCCC1
    0.1 | / | 0.5 | 27.8 | 1.2 | -1.7 | / | 1.1 | / | 0.2
CC(=O)Nc1ccc(OCCOc2ccc([N+](=O)[O-])cc2)cc1
    -0.8 | 90.9 | 0.1 | 5.3 | 1.8 | -0.2 | -5.8 | -3.2 | -1.0 | -1.9
COC(C/C=C/[C@@H](O)[C@H](C)OCc1ccccc1)OC
    -1.6 | 106.9 | -0.9 | 15.6 | -0.5 | 0.5 | -2.6 | -6.6 | / | -0.5
Cc1c(C(c2ccc(Br)cc2)c2c(C)n(C)n(-c3ccccc3)c2=O)c(=O)n(-c2ccccc2)n1C
    -3.0 | 89.3 | -0.8 | 7.4 | -4.9 | 5.2 | -3.4 | -2.0 | -0.7 | 1.9
Cc1ccccc1-c1nnc(SCc2ccccc2F)o1
    -19.1 | 96.2 | -0.8 | -5.4 | -1.7 | -0.1 | 1.3 | -0.8 | -6.5 | -0.1
CCCn1c(SCC(=O)Nc2ccc(OC)cc2[N+](=O)[O-])n[nH]c1=O
    0.3 | 79.3 | 0.0 | -16.9 | -2.7 | -1.6 | -4.5 | -1.2 | 2.5 | -1.6
COc1ccc(C(=O)NC2CCSC2=O)cc1 (stereo not given)
    0.7 | 105.6 | -1.5 | 6.6 | -2.8 | 2.9 | -4.4 | -4.0 | 4.8 | 2.2
CN(C)CCCN(C(=O)c1cccs1)c1nc2cc3c(cc2s1)OCO3
    1.8 | 91.0 | 1.8 | -12.2 | -4.3 | -0.5 | 0.1 | 1.0 | 2.1 | -2.7

Next entries.
Results follow in this order: DAGLB inhibitor | Pemphigus Ab inh | CAL PDZ FP-1 | Arr AP2 block | Keap1-Nrf2 PPI | V-ATPase pHluor | CAL PDZ FP-2 | RTF Ca sens inh | NSD2 inh | C-LANA FP
COc1ccc2cc(C#N)c(SCC(=O)N3CC(=O)Nc4ccccc43)nc2c1
    1.4 | 69.2* | -1.6 | -4.9 | 0.5 | -0.7 | -1.6 | -5.6 | / | -0.1
C/C(CCc1ccc2c(c1)OCO2)=N\N=C1\NC(=O)CC(C(=O)Nc2ccc(Cl)cc2)S1 (stereo not given)
    -1.1 | 106.0 | -0.4 | 1.4 | -3.6 | -3.1 | -1.7 | -7.7 | / | -0.4
CC1(C)N=C(N)N=C(N)N1c1ccc(OCC(=O)N2CCOCC2)c(Cl)c1
    -1.2 | 98.5 | / | / | / | 2.3 | / | / | -0.9 | /
S=C(NCc1ccco1)N1CCN(C(c2ccccc2)c2ccccc2)CC1
    -5.5 | 101.0 | 0.2 | -7.2 | -12.3 | -0.1 | 0.5 | 3.7 | 0.2 | -2.0
N=c1sccn1CC(=O)Nc1ccc(S(N)(=O)=O)cc1
    -0.7 | 103.8 | 1.3 | -4.3 | -1.5 | -5.0 | -4.8 | 8.2 | -2.0 | -3.3
C=CCn1c(SCc2ccc(C(=O)Nc3ccccc3)cc2)nnc1-c1ccccc1
    2.2 | 98.4 | -0.3 | -0.9 | -7.3 | -1.0 | / | -1.7 | -0.3 | 2.0
COc1cccc(C2CC(=O)Nc3cc(C)c(C)cc32)c1 (stereo not given)
    -0.2 | 102.0 | / | / | / | 6.4 | / | / | 0.2 | /
COc1cccc(-n2cnc3cccc(N)c32)c1
    -2.4 | 91.1 | -2.4 | 4.7 | -1.0 | 4.5 | -0.7 | 1.4 | -3.8 | 0.2
O=C(c1cccc(S(=O)(=O)N2CCCCCC2)c1)N1CCN(c2ccccc2)CC1
    -1.6 | / | -1.0 | 3.3 | 1.0 | -1.6 | / | -7.7 | 0.8 | 1.1
O=C1CN(C(=O)COC(=O)c2cccc(OCc3ccccc3)c2)c2ccccc2N1
    1.7 | 99.7 | -0.7 | -11.7 | -6.5 | 4.3 | -3.5 | -19.2 | -3.3 | 0.0
O=C(N/C(=C/c1cccc(Br)c1)c1nc(=S)[nH][nH]1)c1ccccc1
    3.4 | 100.0 | -1.1 | 8.8 | -4.8 | 0.2 | -1.9 | -7.6 | 7.5 | 0.1
CN(C)/C=C/C(=O)c1cccc(Oc2ncccn2)c1
    -1.1 | 106.8 | -2.5 | -1.6 | -6.4 | 3.0 | / | -7.8 | -0.4 | 0.2
COc1ccc(-c2cc3ccc(O)cc3oc2=O)cc1
    -0.9 | 69.3 | -2.4 | 11.1 | 3.7 | 2.5 | -2.2 | -5.8 | -8.0 | 2.6
CCOC(=O)c1sc(-c2ccc(F)cc2)cc1NC(=O)Nc1ccccc1OC
    -6.5 | / | -0.2 | 5.3 | -0.1 | 0.3 | -2.5 | -17.4 | -2.6 | 1.2
CC(=O)NCc1ccc(-c2nc3ccccc3s2)cc1
    1.3 | 97.6 | -1.4 | 7.8 | -3.2 | 1.2 | -7.3 | -14.8 | -10.9 | 0.4
CCc1ccccc1N1C(=O)[C@@H]2Cc3ccccc3CN2C1=O
    -3.4 | / | 0.0 | -3.0 | -4.3 | 2.6 | -4.3 | -4.5 | -0.3 | 1.6
O=C(NCCNC(=O)c1ccco1)c1ccc(F)cc1
    1.8 | 105.4 | -0.5 | -11.2 | -1.9 | 1.9 | 2.3 | -11.6 | -4.6 | 0.6
CC(C)C(NS(=O)(=O)c1c(Cl)cccc1Cl)C(=O)OCC(=O)c1c[nH]c2ccccc12 (stereo not given)
    -2.5 | 112.6 | 0.7 | 20.3 | -1.7 | -3.1 | -1.6 | -4.8 | -1.3 | 2.2
